ALDH1A1 inh: inhibitors of human aldehyde dehydrogenase 1A1. P00352. Purified ALDH1A1, NADH fluorescence, propionaldehyde substrate. Potency, µM (series often up to 75.3 µM), for inactives: at the highest dose activity, negative = inhibition, actives largely listed as inhibitors. 220,000 tested, 7.3% active. AID 1030; active means well fitted inhibition curve with a large enough effect, not every such curve was filed as active; inconclusive means small, poorly fitted or top-dose-only effect, or another doubt; inactive means no such curve, though single readings can be large or run the other way;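 further: plate controls were no enzyme wells and a reference inhibitor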
Target sequence (P00352 whole entry, looked up): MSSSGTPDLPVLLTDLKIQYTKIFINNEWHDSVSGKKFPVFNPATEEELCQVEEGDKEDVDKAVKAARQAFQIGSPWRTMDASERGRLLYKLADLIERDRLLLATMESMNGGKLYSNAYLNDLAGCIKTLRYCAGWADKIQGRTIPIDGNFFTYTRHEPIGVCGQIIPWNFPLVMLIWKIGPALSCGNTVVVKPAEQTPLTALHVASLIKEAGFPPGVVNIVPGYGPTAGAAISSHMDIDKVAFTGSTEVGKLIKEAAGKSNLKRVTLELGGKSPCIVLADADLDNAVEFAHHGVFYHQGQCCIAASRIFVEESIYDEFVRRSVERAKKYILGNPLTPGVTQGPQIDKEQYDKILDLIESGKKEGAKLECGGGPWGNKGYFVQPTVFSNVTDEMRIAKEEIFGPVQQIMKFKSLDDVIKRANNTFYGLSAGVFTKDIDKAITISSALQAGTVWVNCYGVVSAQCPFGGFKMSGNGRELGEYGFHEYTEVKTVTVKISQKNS
GLA spleen mod: inhibitors or activators of human alpha-galactosidase in spleen homogenate; P06280; human spleen homogenate, 4MU-alpha-Gal fluorescence, 40 min; Potency, µM (top dose mostly 80 µM), without a hit: top-dose activity change, negative = inhibition, actives largely listed as inhibitors; 240,000 tested, 0.008% active; AID 2107;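 further: 0% = enzyme with vehicle and -100% = no enzyme basal signal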
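Inhibition or activation of alpha-galactosidase in human spleen homogenate is scored by 4-MU fluorescence after 40 min at 37C, pH 5.0, with 1 mM substrate. AC50s come from concentration-response fitted to the Hill equation.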
GAA inh: inhibitors of human lysosomal alpha-glucosidase. P10253. purified human GAA, 4-MU-alpha-glucoside fluorescence. Potency, µM (highest dose often 76.9 µM), for inactives: at the top dose activity change, negative = inhibition, hits mostly inhibitors. 200,000 tested, 0.005% active. AID 1466;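 further: plate controls were uninhibited enzyme wells for no effect and no-enzyme background for full effect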
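Activity normalized between no-enzyme (basal) and enzyme-only wells. Conditions: 4 nM human enzyme, 400 uM fluorogenic substrate, citrate/phosphate pH 5.0 with Tween-20, 20 min room temperature, compounds up to 77 uM.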
KDM4E inh: JMJD2E (human) inhibition. B2RXH2. JMJD2E catalytic domain, FDH-coupled NADH fluorescence (FDH is formaldehyde dehydrogenase). Potency, µM (series often up to 57.1 µM), without a hit: top-dose activity change, negative = inhibition, most hits filed as inhibitors. 230,000 tested, 1.6% active. AID 2147; active means well fitted inhibition curve with a large enough effect, not every such curve was filed as active; inconclusive means small, poorly fitted or top-dose-only effect, or another doubt; inactive means no such curve, though single readings can be large or run the other way;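 further: 0% = wells with enzyme and -100% = buffer wells without enzyme; nearly all actives have a fitted effect of over 50% in size; many of its hits are not listed in these tables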
GoLoco inh red: RGS12 GoLoco-Gai1 interaction inhibition; 230,000 tested, 0.44% active; Potency, µM (highest dose often 61.6 µM), for the others: at the top dose activity, negative = inhibition, usual class: inhibitors; Gai1:RGS12 GoLoco peptide FP, rhodamine, 10 min; P63096; active means well fitted inhibition curve with a large enough effect, not every such curve was filed as active; inactive means no such curve, though single readings can be large or run the other way; further: on the % scale 0 is the no-effect control and ±100 the full control effect; nearly all actives have a fitted effect of over 30% in size; many of its hits are not listed in these tables
Target sequence (P63096 whole entry, looked up): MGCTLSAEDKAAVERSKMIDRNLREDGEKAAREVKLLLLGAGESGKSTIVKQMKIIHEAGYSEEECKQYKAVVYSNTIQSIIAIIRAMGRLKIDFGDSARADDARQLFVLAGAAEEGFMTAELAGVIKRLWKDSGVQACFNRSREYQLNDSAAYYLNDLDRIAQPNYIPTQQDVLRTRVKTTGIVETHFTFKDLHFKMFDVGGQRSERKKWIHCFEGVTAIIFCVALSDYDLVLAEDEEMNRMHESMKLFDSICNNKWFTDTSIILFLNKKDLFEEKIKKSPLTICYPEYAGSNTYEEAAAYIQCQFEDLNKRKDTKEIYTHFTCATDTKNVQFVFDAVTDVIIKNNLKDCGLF
GAA spleen mod: inhibits or activates alpha-glucosidase in human spleen homogenate. P10253. human spleen homogenate, 4-MU-alpha-glucoside fluorescence. Potency, µM (highest dose often 79.9 µM), without a hit: at the highest dose activity change, negative = inhibition, actives largely listed as inhibitors. 240,000 tested, 0.006% active. AID 2112;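 further: 0% = enzyme with vehicle and -100% = no enzyme basal signal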
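Enzyme source: human spleen homogenate, 1 ug/well. Buffer 50 mM citric acid/K phosphate pH 5.0, 0.01% Tween-20. 4-MU-alpha-glucoside 1 mM; 37 C x 40 min; NaOH/glycine stop; fluorescence.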
SMN2 splice enh: SMN2 splice variant enhancement; HEK293 SMN2-luciferase splicing reporter, luminescence, 30-36 h; Potency, µM (highest dose often 46.1 µM), for inactives: at the highest dose activity change, positive = activation, actives largely listed as activators; 210,000 tested, 2.8% active; AID 1458; further: % of control where 0% means no effect; nearly all actives have a fitted effect of over 55% in size
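qHTS luciferase splicing reporter: luminescence rises when SMN2 exon 7 is included in transfected HEK293 cells. Compound exposure lasted 30-36 h at 37C, with 4.5 mM final sodium butyrate as control, followed by a ONE-Glo read.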
GAA glycogen mod: alters human alpha-glucosidase cleavage of glycogen; P10253; recombinant GAA, glycogen substrate, Amplex Red glucose oxidase fluorescence; Potency, µM (series often up to 76.4 µM), without a hit: at the highest dose activity change, negative = inhibition, most hits filed as inhibitors; 300,000 tested, 0.38% active; AID 2100;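 further: 0% = full enzyme reaction and -100% = no-enzyme basal signal; the screen sought inhibitors and activators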
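qHTS, 1536-well; enzyme 4 nM final; cpd up to 77 uM; substrate bovine liver glycogen 30 ug; 50 mM citrate/phosphate pH 5.0, 0.01% Tween-20; 37 C, 40 min; Amplex Red detection 45 min RT; Hill fit → AC50.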
The depositor's hits bear a star; ? = inconclusive; · = no result given; & = joins results of further samples; [ ] = dose if it differs, or a comment. Unless noted, the call rests on the fitted dose curve; in most records, active means well fitted curve in the direction sought with a large enough effect; inconclusive means small, poorly fitted or top-dose-only effect, or another doubt; inactive means no such curve, though single readings can be large; an effect the other way counts as inactive or inconclusive. Potency means the concentration at half of the fitted maximal effect. Not all compounds are listed; count on the stated rates, not on these rows.

Results follow in this order: GAA glycogen mod | ALDH1A1 inh | GAA spleen mod | GAA inh | GLA spleen mod | KDM4E inh | SMN2 splice enh | GoLoco inh red
O=C(CSC1c2ccccc2-c2ccccc21)N/N=C/c1ccccc1O
    7% | -9% | 7% | 3% | 8% | 25µM* | -66%[inhibitor] | 12%
COc1ccc(OCC(=O)N2CCN(C3CCC(c4ccccc4)CC3)CC2)cc1 (stereo not given)
    -2% | ? | 0% | 0% | -2% | ? | -9% | -1%
CC(C)(C)c1nc(NCc2ccc3c(c2)OCO3)c2nnn(Cc3ccccc3Cl)c2n1
    1% | -2% | -4% | 0% | -1% | -4% | -8% | 4%
CC(=NCCN1CCOCC1)c1c(O)n(C2CCCCC2)c(=O)[nH]c1=O
    9% | 14µM* | -5% | -6% | 4% | -8% | 14% | -5%
O=C1CSC(c2ccccc2Cl)c2cc(Cl)ccc2N1 (stereo not given)
    · | -2% | 1% | · | 6% | · | -24% | 3%
COc1ccc(C(=O)C2CCCN(Cc3ccccn3)C2)c(OC)c1 (stereo not given)
    22% | -4% | 6% | 7% | -3% | -5% | 18% | 9%
COC(=O)C(O)C(O)(CCC(C)C)C(=O)OC1C(OC)=CC23CCCN2CCc2cc4c(cc2C13)OCO4 (stereo not given)
    · | 8% | 5% | · | 13% | · | · | 5%
CC(=NCc1ccco1)c1c(O)n(Cc2ccccc2)c(=O)[nH]c1=O
    -7% | -19% | 4% | 0% | -2% | -4% | -5% | 4%
CCN(CC)c1ccc(N=Cc2c(O)n(Cc3ccco3)c(=O)[nH]c2=O)cc1
    -6% | 10% | 6% | -8% | 3% | -19% | · | 10%
O=C1NC(=O)C(CCc2ccccn2)(Cc2cccc(Cl)c2Cl)C(=O)N1c1ccc(Br)cc1 (stereo not given)
    -3% | 3% | 1% | -9% | 1% | 2% | -27% | -3%
O=C(O)CN1C(=O)CN=C(c2ccccn2)c2cc(Cl)ccc21
    3% | 6%[13.5 µM] | 0% | · | 2% | -28% | -19%[9.22 µM] | 0%[14.2 µM]
O=P(C(c1c[nH]c2ccccc12)N1CCOCC1)(N1CCOCC1)N1CCOCC1 (stereo not given)
    5% | ? | 0% | 14% | -4% | -2% | 4% | 4%
O=[N+]([O-])c1ccc(N2CCNCC2)cc1NCc1ccco1
    -9% | 28µM* | -2% | ? | 6% | 4% | 3% | 2%
OCC(Cl)CCl (stereo not given)
    · | 15% | 8% | · | 2% | · | 0% | 9%
Cc1ncc(CC(=O)n2cc(C(=O)c3cc(Cl)ccc3O)cn2)s1
    -2% | ? | 1% | ? | 5% | -11% | -9% | 16%
C=Cn1ccnc1P(=S)(c1nccn1C=C)c1nccn1C=C
    -12% | -23% | 0% | -4% | 4% | 4% | ? | -12%
O=c1[nH]c(=S)n(-c2ccccc2)c(O)c1C=NCc1ccccn1
    6% | · | -1% | · | -3% | -8% | · | 11%
S=P(Nn1cnnc1)(c1ccccc1)c1ccccc1
    5% | 4% | 5% | 4% | 7% | 12% | 12% | 2%
CCC(=O)N1c2ccc(S(=O)(=O)CCC(=O)N3CCC4(CC3)OCCO4)cc2CC1C (stereo not given)
    3% | 5% | -6% | 4% | -5% | -1% | 5% | 15%
CN(C(=O)COC(=O)c1ccc([N+](=O)[O-])cc1Cl)C1CCCCC1
    -1% | ? | -2% | -3% | -3% | -3% | -10% | -2%

Full records, looked up by structure.
Cc1ncc(CC(=O)n2cc(C(=O)c3cc(Cl)ccc3O)cn2)s1 in the list: GAA glycogen mod = -2%; ALDH1A1 inh = ?; GAA spleen mod = 1%; GAA inh = ?; GLA spleen mod = 5%; KDM4E inh = -11%; SMN2 splice enh = -9%; GoLoco inh red = 16%
O=[N+]([O-])c1ccc(N2CCNCC2)cc1NCc1ccco1 in the list: GAA glycogen mod = -9%; ALDH1A1 inh = 28µM*; GAA spleen mod = -2%; GAA inh = ?; GLA spleen mod = 6%; KDM4E inh = 4%; SMN2 splice enh = 3%; GoLoco inh red = 2%

Later entries
Results follow in this order: GAA glycogen mod | ALDH1A1 inh | GAA spleen mod | GAA inh | GLA spleen mod | KDM4E inh | SMN2 splice enh | GoLoco inh red
CCN1CCN(c2cc(N3CCCC3)c([N+](=O)[O-])cc2F)CC1
    7% | ? | -2% | -2% | 1% | 3% | -26% | 11%
O=C1NC(=O)N(c2ccc3c(c2)OCO3)C(=O)/C1=C\c1ccsc1
    -4% | · | 12% | · | 12% | ? | · | 0%
O=c1[nH]c(=O)n(Cc2ccc(F)cc2)c(O)c1C=NCCCO
    2% | 0% | -10% | -1% | -13% | 7% | 1% | -2%
C=C(c1ccccc1)P(=O)(O)O
    11% | 13% | -10% | -4% | -17% | 0% | -22% | 3%
O=C1OC(c2ccc(O)c(S(=O)(=O)O)c2)(c2ccc(O)c(S(=O)(=O)O)c2)c2c(Br)c(Br)c(Br)c(Br)c21
    · | 2% | 2% | · | -14% | · | · | 1%
C=CCn1c(O)c(/C=N/NC(=O)CCCC)c(=O)[nH]c1=S
    -2% | -5% | 1% | -1% | 2% | ? | -18% | 18%
CCC(CC)N1CCN(C(=O)Cc2ccccc2)CC1
    4% | ? | 2% | -3% | 4% | ? | -7% | -1%
C=CCN1C(=O)C2(C(C(=O)OCC)=C(N)Oc3ccccc32)c2c1c1ccccc1oc2=O (stereo not given)
    -8% | 0.4µM* | 0% | -7% | 0% | -7% | 6% | 0%
Oc1c(Br)cc(Br)cc1Br
    · | -1% | -1% | · | 5% | · | -7% | 4%&-10%
CC(C)C(=O)c1cn(Cc2ccccc2C#N)c2ccccc12
    -8% | 7% | -8% | -9% | -4% | -3% | 28% | 4%
N#CCP(=S)(c1ccccc1)c1ccccc1
    -17% | 10% | 0% | 0% | 3% | -30% | -2% | -5%
O=c1cccc2n1CC1CC2CN(Cc2ccc3c(c2)OCO3)C1 (stereo not given)
    10% | 4% | -8% | -4%[15.4 µM] | -11% | -6% | -24% | 5%
CCOc1ccc2oc(C(=O)NN3C(C)CCCC3C)c(C)c2c1 (stereo not given)
    -3% | 5% | 9% | 5% | 3% | ? | -13% | 8%
O=c1[nH]c(=S)n(-c2ccccc2F)c(O)c1C=NCc1ccco1
    4% | -14% | -1% | 3% | 0% | -9% | 8% | 10%
CC1CC(Cl)CCC1C(=O)OC(C)(C)C (stereo not given)
    · | 13% | -8% | · | 0% | 2% | 15% | 4%
CCCCn1c(O)c(C(=O)/C=C/c2c[nH]c3ccccc23)c(=O)[nH]c1=O
    0% | · | -5% | · | -26% | -13% | · | 198%[activator]
CCC12CN3CCN(CC(C3)/C1=N\O)C2
    1% | 20% | -3% | -7% | -3% | 11% | -19% | 3%
O=[N+]([O-])c1ccc(Cl)c(Cl)c1Cl
    · | 5% | -3% | · | -4% | · | -3% | 8%
Nc1nc(=S)c2ncn(C3OC(CO)C(O)C3O)c2[nH]1 (stereo not given)
    -21% | 7.9µM* | 2% | 0% | 7% | ? | · | -2%
C=C(COC(C)=O)CC1CC(O)[C@]2(C)OC3CC4OC5C[C@]6(C)O[C@]7(C)CCC8OC9C[C@]%10(C)OC%11C(C)=CC(=O)OC%11CC%10OC9C[C@@H](C)C8OC7CC6O[C@]5(C)C/C=C\C4OC3CC2O1 (stereo not given in full)
    -1% | · | 7% | · | 10% | 22% | · | 1%
O=C(NC12CC3CC(CC(C3)C1)C2)OC1CN2CCC1CC2 (stereo not given)
    5% | 2% | 3% | 1% | -7% | 2% | · | -3%
O=c1[nH]c(=S)n(-c2ccc(Cl)cc2)c(O)c1C=Nc1ccc(N2CCOCC2)cc1
    -13% | 1% | 2% | 6% | 5% | 4% | 4% | 21%
CC(N)C(=O)OC(C)(C)Cc1ccc(Cl)cc1 (stereo not given)
    · | 4%&5% | -4%&-2% | · | 9%&-9% | 1%&-2% | 25%&-10% | 6%&6%
C=C1C(=O)O[C@H]2[C@H]1[C@H](OC(=O)CC(=O)O[C@@H]1C[C@@H](C)[C@@H]3C=CC(=O)[C@@]3(C)[C@H]3OC(=O)C(=C)[C@H]13)C[C@@H](C)[C@H]1C=CC(=O)[C@]12C
    2% | · | -2% | · | -1% | 2% | · | -3%
COc1ccc2cc1Oc1ccc(cc1)C[C@H]1c3cc(c(OC)cc3CCN1C)Oc1c(OC)c(OC)cc3c1[C@@H](C2)N(C)CC3
    · | 4%[13.5 µM] | -5%[29.1 µM] | · | 0%[29.1 µM] | -7%[25.5 µM] | -2%[9.22 µM] | 6%[14.2 µM]
Oc1ccc2c3c1OC1C(O)CC[C@@]4(O)[C@@H](C2)N(CC2CCC2)CC[C@]314 (stereo not given in full)
    -11% | · | 5% | 0%[15.4 µM] | 8% | -3% | · | 6%
NCCCCCC(=O)OC1N=C(c2ccccc2Cl)c2cc(Br)ccc2NC1=O (stereo not given)
    -1% | 0% | -5% | -14% | -10% | -1% | -34%[inhibitor] | 13%
Cc1[nH]c(=O)[nH]c(=O)c1/C=C/C(=O)OCC(C)C
    6% | ? | 1% | -8% | 1% | -5% | 0% | 9%
Cc1cccc(OCCn2cccc2/C=C2/C(=O)NC(=O)N(Cc3ccco3)C2=O)c1
    7% | · | 1% | · | -3% | -22% | · | 27%
CNC(C(=O)c1ccccc1)C(OC(C)C)c1ccc(Cl)cc1 (stereo not given)
    -5% | ? | -6% | -10% | -2% | -3% | 6% | 5%
CCCCC1C(=O)NC(=S)NC1=O
    9% | 32µM* | 0% | 4% | -2% | ? | 18% | -10%
CCC(=O)Nc1ccc(N2CCN(CC)CC2)c(Cl)c1
    1% | 9% | -7% | 7% | 1% | -2% | -8% | -2%
CN(C)C(=O)Oc1cccc(NC(=O)c2ccccc2C(F)(F)F)c1
    5% | · | 1% | · | -3% | 8% | · | 14%
O=c1[nH]c2ccccc2o1
    2% | -1% | 0% | -3%[15.4 µM] | 5% | 0% | -24% | 4%
C[C@@H]1C(=O)O[C@@H]2[C@H](O)C34[C@@H]5OC(=O)C3(O[C@H]3OC(=O)[C@H](O)C34[C@H](C(C)(C)C)[C@H]5O)[C@@]12O (stereo not given in full)
    -2% | 1% | 3% | 5% | 2% | ? | 8% | 2%
COP(=O)(CC(=O)O)c1ccccc1 (stereo not given)
    -4% | 0% | 7% | -1% | 3% | 6% | -16% | -2%
CC12CN3CN(C1)CC(c1ccccc1)(C3)C2=O
    8% | 2% | -5% | -12% | 1% | 3% | -8% | 1%
CC1CCC(NC(=O)c2cc3c(=O)n(C)c4ccccc4c3n2C)CC1 (stereo not given)
    ? | ? | 7% | -14% | 8% | 6% | -2% | 0%
